H9c2 TAG inh: inhibitors of triacylglycerol accumulation, primary screen, cell-based, uHTS, fluorescence, H9c2; hit rate 0.66% among 230,000; H9c2 cells, Nile Red lipid (TAG) fluorescence; cells loaded with 200 µM oleic acid; inhibition, % at 12.5 µM;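 active = pattern-corrected inhibition of lipid staining of at least 50% with the nuclear-stain viability signal not falling by more than 50%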;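 note: 0% = DMSO wells and 100% = triacsin C control wells; some results filed as inactive read as strong as hits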
H9c2 TAG inh DAPI viability: further read-out of H9c2 TAG inh, marked with its call; DAPI nuclei signal change (viability), lower = more cytotoxic, %;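 whole-well DAPI fluorescence read on a plate reader as a viability signal; minus 50 percent equals half of cells still viable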
Starred values were filed as active, the others as inactive. This is a subset; rates above refer to the full screens.

Results for O[C@@H]1C[C@H](c2ccc(Cl)cc2)N(Cc2cccs2)C[C@H]1n1cc(-c2ccc(F)cc2)nn1 ?
H9c2 TAG inh: 18; H9c2 TAG inh DAPI viability: 0

What do the screens show for `C#CCOCCOCCOCCNc1nc(N2CCN(C(=O)CCCCCCCCCCNC(=O)Cn3cc(CCCCCN)nn3)CC2)nc(N2CCN(C(=O)CCCCCCCCCCNC(=O)Cn3cc(C[C@@H](C)O)nn3)CC2)n1`?
H9c2 TAG inh: 23; H9c2 TAG inh DAPI viability: -4

How did CCn1c(C(=O)NCCCc2ccccc2)cc2sccc21 do in these assays?
H9c2 TAG inh: 8; H9c2 TAG inh DAPI viability: -3

What do the screens show for `COc1ccc(NC(=O)CSc2nccn2C)cc1S(N)(=O)=O`?
H9c2 TAG inh: 3; H9c2 TAG inh DAPI viability: 2

What do the screens show for `N/C(=N\OC(=O)c1cccc(Cn2cc(C(F)(F)F)ccc2=O)c1)c1ccccc1`?
H9c2 TAG inh: 15; H9c2 TAG inh DAPI viability: -11

What do the screens show for `O=C(Nc1cccc(S(=O)(=O)N2CCCCCC2)c1)C1=COCCO1`?
H9c2 TAG inh: 10; H9c2 TAG inh DAPI viability: -3

How did COc1cc(F)c(C2=CC(=O)CC(C)(C)C2)cc1F do in these assays?
H9c2 TAG inh: -12; H9c2 TAG inh DAPI viability: -3

What do the screens show for `Cn1c(C2=C(O)CN(Cc3ccccc3)C2=N)[n+](C)c2ccccc21`?
H9c2 TAG inh: 6; H9c2 TAG inh DAPI viability: 3

How did CCC(=NCc1ccccc1)C1=C(O)C(C(=O)OC)C(C)(C)CC1=O (configuration not stated) do in these assays?
H9c2 TAG inh: 9; H9c2 TAG inh DAPI viability: -3

Results for CC(=O)Nc1ccc(C(=O)Nc2cccc(S(=O)(=O)N(C)c3ccccc3)c2)cc1 ?
H9c2 TAG inh: -9; H9c2 TAG inh DAPI viability: 6

Results for CCOC(=O)Cc1c(C)nc2c(-c3ccccc3)c[nH]n2c1=O ?
H9c2 TAG inh: -3; H9c2 TAG inh DAPI viability: -5

How did CC1CCCN(C(=O)C2CCC(CNc3c(N4CCCCC4)c(=O)c3=O)CC2)C1 (configuration not stated) do in these assays?
H9c2 TAG inh: -7; H9c2 TAG inh DAPI viability: 6

How did Nc1nc(CSc2nnnn2-c2ccc(F)c(Cl)c2)nc(N2CCOCC2)n1 do in these assays?
H9c2 TAG inh: 6; H9c2 TAG inh DAPI viability: 2

Results for COc1cc(C(C)=O)ccc1OCC(=O)NCC1(N2CCCCC2)CCCCC1 ?
H9c2 TAG inh: 8; H9c2 TAG inh DAPI viability: -2

Results for CCCc1cc(=O)oc2c(CN3CCCC3)c(O)c(Cl)cc12 ?
H9c2 TAG inh: 2; H9c2 TAG inh DAPI viability: 41

Results for Cc1cccc(NC(=O)COC(=O)Cc2cccs2)c1C ?
H9c2 TAG inh: 7; H9c2 TAG inh DAPI viability: 8

Results for O=C(O)c1ccccc1-c1nc(-c2ccccc2)c(-c2ccccc2)[nH]1 ?
H9c2 TAG inh: -17; H9c2 TAG inh DAPI viability: 10

How did CCOc1ccc(Br)cc1CN(CC)CC do in these assays?
H9c2 TAG inh: -4; H9c2 TAG inh DAPI viability: 7

How did OCCN1CCN(CC(O)COc2ccc(-c3ccccc3)cc2)CC1 (configuration not stated) do in these assays?
H9c2 TAG inh: 13; H9c2 TAG inh DAPI viability: 2

What do the screens show for `CC(NC(=O)c1cccnc1)C(c1cccs1)N1CCN(c2ccccc2F)CC1` (configuration not stated)?
H9c2 TAG inh: 5; H9c2 TAG inh DAPI viability: 3

How did COc1ccc([C@@H]2[C@@H]3C(=O)N(C(C)(C)C)C(=O)[C@@H]3[C@]3(CC(C)C)C(=O)N(c4ccccc4)C(=O)N23)cc1 do in these assays?
H9c2 TAG inh: -5; H9c2 TAG inh DAPI viability: -5

What do the screens show for `CN(C)C(=O)Cn1cnc2c(cnn2-c2ccc(F)cc2)c1=O`?
H9c2 TAG inh: -5; H9c2 TAG inh DAPI viability: -2

Results for O=Cc1c(-c2ccc(F)cc2)nc2ccccn12 ?
H9c2 TAG inh: 2; H9c2 TAG inh DAPI viability: 3

Results for COc1ccc(C(=O)O)cc1S(=O)(=O)Nc1ccc(C)cc1 ?
H9c2 TAG inh: -8; H9c2 TAG inh DAPI viability: 6

Results for COc1ccccc1-n1nnnc1SCC(=O)N1CCCC1=O ?
H9c2 TAG inh: 1; H9c2 TAG inh DAPI viability: -4

What do the screens show for `COc1ccc(CCNC(=O)c2sc3cc(C)ccc3c2Cl)cc1`?
H9c2 TAG inh: -5; H9c2 TAG inh DAPI viability: 8

How did CNc1cncc(-c2cccc(O)c2)n1 do in these assays?
H9c2 TAG inh: -1; H9c2 TAG inh DAPI viability: 8

Results for O=C(CN1CCN(Cc2ccc3c(c2)OCO3)CC1)Nc1cc(S(=O)(=O)N2CCCC2)ccc1Cl ?
H9c2 TAG inh: -9; H9c2 TAG inh DAPI viability: 0

Results for CCOC(=O)C1=C(C)Nc2ncnn2C1c1cccnc1 (configuration not stated) ?
H9c2 TAG inh: -10; H9c2 TAG inh DAPI viability: 4

Results for CCCOc1ccc(F)cc1-c1cc(C(=O)NCCOC)[nH]n1 ?
H9c2 TAG inh: -6; H9c2 TAG inh DAPI viability: 4

What do the screens show for `COc1ccc(OC)c(/C=C/C(=O)Nc2cccc(S(=O)(=O)NC3=NCCCCC3)c2)c1`?
H9c2 TAG inh: 6; H9c2 TAG inh DAPI viability: 14

Results for COc1cc(C(=O)OCC(=O)N2CCNC2=O)cc(Cl)c1OC ?
H9c2 TAG inh: 6; H9c2 TAG inh DAPI viability: 4

Results for COc1ccc(C(=O)c2nccc3ccccc23)cc1 ?
H9c2 TAG inh: -21; H9c2 TAG inh DAPI viability: 6

What do the screens show for `CC(=O)N1CCC(C(=O)Nc2ccc3c(c2)CCC3)CC1`?
H9c2 TAG inh: 8; H9c2 TAG inh DAPI viability: -8

Results for CC1CN(CCCSc2ccc(Cl)cc2)CC(C)O1 (configuration not stated) ?
H9c2 TAG inh: -3; H9c2 TAG inh DAPI viability: -5

Results for CNC(=O)CN(c1cc(OCCOC)c(Cl)cc1Cl)S(=O)(=O)c1ccccc1 ?
H9c2 TAG inh: -7; H9c2 TAG inh DAPI viability: -1

How did O=C(NCc1cccs1)C1CC(c2ccc(Cl)cc2)=NO1 (configuration not stated) do in these assays?
H9c2 TAG inh: -9; H9c2 TAG inh DAPI viability: -1

What do the screens show for `Cc1nnc(N2CCN(c3ccccc3)CC2)[nH]c1=O`?
H9c2 TAG inh: 6; H9c2 TAG inh DAPI viability: 0

How did O=C(Nc1ccc2c(c1)OCCO2)C1CCCN(S(=O)(=O)c2cnc[nH]2)C1 (configuration not stated) do in these assays?
H9c2 TAG inh: -8; H9c2 TAG inh DAPI viability: 12

What do the screens show for `CCOC(=O)N1CCC(NS(=O)(=O)c2ccc(C)c(Cl)c2)CC1`?
H9c2 TAG inh: -6; H9c2 TAG inh DAPI viability: 4

Next section (2 carried over from the part before).
How did O=C(Nc1ccc2c(c1)OCCO2)C1CCCN(S(=O)(=O)c2cnc[nH]2)C1 (configuration not stated) do in these assays?
H9c2 TAG inh: -8; H9c2 TAG inh DAPI viability: 12

What do the screens show for `CCOC(=O)N1CCC(NS(=O)(=O)c2ccc(C)c(Cl)c2)CC1`?
H9c2 TAG inh: -6; H9c2 TAG inh DAPI viability: 4

Results for CCOc1ccccc1NC(=O)CSc1ccc(-c2sc(C)nc2C)nn1 ?
H9c2 TAG inh: -37; H9c2 TAG inh DAPI viability: 2

Results for CC(C)N(C(=O)COC(=O)c1ccc([N+](=O)[O-])cc1)c1ccccc1 ?
H9c2 TAG inh: -10; H9c2 TAG inh DAPI viability: 8

How did CC1CCCC(NC(=O)CCCn2c(=S)[nH]c3ccccc3c2=O)C1C (configuration not stated) do in these assays?
H9c2 TAG inh: -8; H9c2 TAG inh DAPI viability: 16

How did CN(C)S(=O)(=O)c1ccc(NC(=O)COc2cccc3c2OC(C)(C)C3)cc1 do in these assays?
H9c2 TAG inh: 8; H9c2 TAG inh DAPI viability: 2

What do the screens show for `O=C(NCc1cccnc1)Nc1ccc2c(c1)OCO2`?
H9c2 TAG inh: 6; H9c2 TAG inh DAPI viability: 0

Results for N#Cc1ccc(Oc2ccc(C(F)(F)F)cc2NC(=O)c2ccc(F)cc2)cc1 ?
H9c2 TAG inh: -7; H9c2 TAG inh DAPI viability: 4

What do the screens show for `CCCN(CC(=O)Nc1ccccc1C)C(=O)Cc1cccs1`?
H9c2 TAG inh: -2; H9c2 TAG inh DAPI viability: -8

How did COc1cccc(C(C)N(C)Cc2nc(-c3ccoc3)oc2C)c1 (configuration not stated) do in these assays?
H9c2 TAG inh: -11; H9c2 TAG inh DAPI viability: 16

Results for COc1cc(/C=N\Nc2nc(-c3ccc(C)cc3)c(NC(C)=O)s2)ccc1O ?
H9c2 TAG inh: 28; H9c2 TAG inh DAPI viability: 0

What do the screens show for `COc1ccccc1-n1cc(C(=O)NCC(=O)N2CCN(c3ccccn3)CC2)c2ccccc2c1=O`?
H9c2 TAG inh: -12; H9c2 TAG inh DAPI viability: -1

What do the screens show for `Cc1noc(C)c1COC(=O)c1cccc(N(C)C)c1`?
H9c2 TAG inh: -7; H9c2 TAG inh DAPI viability: 6

Results for Cc1ccccc1C(=O)NCC(=O)Nc1ccc(C)c(S(=O)(=O)N2CCCCCC2)c1 ?
H9c2 TAG inh: 5; H9c2 TAG inh DAPI viability: 4

How did CCN1CCN(c2ccc(NC(=O)c3cccc(S(=O)(=O)N4CCCC4)c3)cc2)CC1 do in these assays?
H9c2 TAG inh: 3; H9c2 TAG inh DAPI viability: 5

How did O=C(CNS(=O)(=O)c1cccc(C(F)(F)F)c1)NC1CCCCCC1 do in these assays?
H9c2 TAG inh: -5; H9c2 TAG inh DAPI viability: 2

What do the screens show for `Cc1cc(CNC(=O)[C@H](C)[C@@H]2C[C@@]2(C)[C@@H](NC(=O)OCc2ccccc2)c2ccccc2)nn1C`?
H9c2 TAG inh: -71; H9c2 TAG inh DAPI viability: -4

What do the screens show for `COc1ccc(C(=O)n2nc(-c3ccccc3)nc2SC)cc1`?
H9c2 TAG inh: 15; H9c2 TAG inh DAPI viability: -15

How did Nc1nc(CN2CCCCC2)cs1 do in these assays?
H9c2 TAG inh: 0; H9c2 TAG inh DAPI viability: -5

How did CCOc1cc(C)c(Cl)cc1S(=O)(=O)n1cnc2ccccc21 do in these assays?
H9c2 TAG inh: -1; H9c2 TAG inh DAPI viability: -4

How did CC1=C(C(=O)OCc2ccccc2)C(c2ccccc2-c2ccccc2)NC(=O)N1CCCCCC(=O)O (configuration not stated) do in these assays?
H9c2 TAG inh: 17; H9c2 TAG inh DAPI viability: -19

What do the screens show for `CC12CCC(=O)N1C(C(=O)NNC(=O)c1ccc(Cl)cc1)CS2` (configuration not stated)?
H9c2 TAG inh: -6; H9c2 TAG inh DAPI viability: 2

How did Cc1ccc(C2C3=C(CC(C)(C)CC3=O)OC3=C2C(=O)CC(C)(C)C3)cc1 do in these assays?
H9c2 TAG inh: 12; H9c2 TAG inh DAPI viability: -7

How did Nc1c(C(=O)CCC(=O)O)oc2ccc(Cl)cc12 do in these assays?
H9c2 TAG inh: 8; H9c2 TAG inh DAPI viability: -3

Results for O=C1NC(=O)C(=C2CCOC2=O)N1 ?
H9c2 TAG inh: -1; H9c2 TAG inh DAPI viability: 7

What do the screens show for `COc1ccc2c(c1)C=CC1(O2)N(CCO)c2ccccc2C1(C)C` (configuration not stated)?
H9c2 TAG inh: -64; H9c2 TAG inh DAPI viability: 4

Results for O=C(COC(=O)C1CC2CCCC(C1)C2=O)NNC(=O)c1ccccc1F (configuration not stated) ?
H9c2 TAG inh: -16; H9c2 TAG inh DAPI viability: 6

Results for c1ccc(Cn2c[n+](Cc3ccccc3)cn2)cc1 ?
H9c2 TAG inh: 5; H9c2 TAG inh DAPI viability: -5

How did Cc1ccc(C)c2[nH]c(=O)c(CN(CC3CCCO3)C(=S)NCc3ccco3)cc12 (configuration not stated) do in these assays?
H9c2 TAG inh: -1; H9c2 TAG inh DAPI viability: -5

What do the screens show for `CCOC(=O)c1c(C)[nH]c(C(=O)N2CCCC(C(=O)c3cccc(OC)c3)C2)c1C` (configuration not stated)?
H9c2 TAG inh: 8; H9c2 TAG inh DAPI viability: -14

What do the screens show for `CC(=O)Nc1ccc(NC(=O)C(C)OC(=O)C2(c3ccc(F)cc3)CCCC2)cc1` (configuration not stated)?
H9c2 TAG inh: -3; H9c2 TAG inh DAPI viability: 10

What do the screens show for `Nc1ccc(-c2nc3ccc(-c4nc5ccccc5o4)cc3[nH]2)cc1`?
H9c2 TAG inh: 38; H9c2 TAG inh DAPI viability: 174

Structural class, those above containing a thiophene ring, fused or not
Results for O[C@@H]1C[C@H](c2ccc(Cl)cc2)N(Cc2cccs2)C[C@H]1n1cc(-c2ccc(F)cc2)nn1 ?
H9c2 TAG inh: 18; H9c2 TAG inh DAPI viability: 0

How did CCn1c(C(=O)NCCCc2ccccc2)cc2sccc21 do in these assays?
H9c2 TAG inh: 8; H9c2 TAG inh DAPI viability: -3

Results for Cc1cccc(NC(=O)COC(=O)Cc2cccs2)c1C ?
H9c2 TAG inh: 7; H9c2 TAG inh DAPI viability: 8

What do the screens show for `CC(NC(=O)c1cccnc1)C(c1cccs1)N1CCN(c2ccccc2F)CC1` (configuration not stated)?
H9c2 TAG inh: 5; H9c2 TAG inh DAPI viability: 3

What do the screens show for `COc1ccc(CCNC(=O)c2sc3cc(C)ccc3c2Cl)cc1`?
H9c2 TAG inh: -5; H9c2 TAG inh DAPI viability: 8

How did O=C(NCc1cccs1)C1CC(c2ccc(Cl)cc2)=NO1 (configuration not stated) do in these assays?
H9c2 TAG inh: -9; H9c2 TAG inh DAPI viability: -1

What do the screens show for `CCCN(CC(=O)Nc1ccccc1C)C(=O)Cc1cccs1`?
H9c2 TAG inh: -2; H9c2 TAG inh DAPI viability: -8
